Screens from PubChem.
GLS inh: blocks human kidney-isoform glutaminase activity; 410,000 tested, 0.21% active; Potency, µM (highest dose often 45.5 µM), inactives show at the top dose activity change, negative = inhibition, usual class: inhibitors; AID 624170; GLS enzymatic activity, qHTS titration; O94925; note: % is set by controls: 0 for no effect and ±100 for the full control effect
Target sequence (O94925 whole entry, looked up, canonical isoform): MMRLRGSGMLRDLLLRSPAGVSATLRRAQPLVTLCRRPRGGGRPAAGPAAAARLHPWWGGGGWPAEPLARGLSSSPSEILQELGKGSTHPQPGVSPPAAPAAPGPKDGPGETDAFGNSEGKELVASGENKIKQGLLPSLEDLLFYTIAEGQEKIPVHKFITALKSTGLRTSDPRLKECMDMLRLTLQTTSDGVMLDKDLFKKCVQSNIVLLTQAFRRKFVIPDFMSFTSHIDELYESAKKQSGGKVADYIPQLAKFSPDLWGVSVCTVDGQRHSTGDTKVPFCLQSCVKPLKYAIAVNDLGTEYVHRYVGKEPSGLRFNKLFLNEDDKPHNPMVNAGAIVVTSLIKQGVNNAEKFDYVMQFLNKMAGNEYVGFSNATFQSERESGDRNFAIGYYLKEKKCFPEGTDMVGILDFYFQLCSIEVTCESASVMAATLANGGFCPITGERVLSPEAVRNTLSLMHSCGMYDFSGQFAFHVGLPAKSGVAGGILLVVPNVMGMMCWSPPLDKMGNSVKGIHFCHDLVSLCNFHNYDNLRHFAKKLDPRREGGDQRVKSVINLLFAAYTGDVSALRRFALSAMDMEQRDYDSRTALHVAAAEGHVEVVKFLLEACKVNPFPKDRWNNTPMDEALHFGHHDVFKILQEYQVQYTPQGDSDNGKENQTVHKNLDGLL
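hKGA; 45 mM KH2PO4 pH 8.2 + 0.02% Tween-20; cpd via pin tool; 1 mM Gln soln; GluOx/HRP/Amplex Red; RT 30 min; fluor. t0 & final.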
HP1b binding inh: inhibitors of HP1-beta chromodomain binding to methylated histone tails; P83916; AlphaScreen HP1-beta / biotin-H3K9me3 peptide binding; Potency, µM (doses to about 114 µM), for the others: at the top dose activity change, negative = inhibition, usual class: inhibitors; 390,000 tested, 0.56% active; note: nearly all actives have a fitted effect of over 70% in size; inactives centre near 23
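HP1-beta protein (50 nM final) preincubated 30 min at room temperature with biotinylated H3(1-18)K9me3 peptide (50 nM) in PBS pH 7.4, 0.01% Tween-20, then compound added for 30 min. AlphaScreen streptavidin donor/nickel chelate acceptor beads (10 ug/mL final), 30 min dark, luminescence read.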
Pin1 inh: inhibitors of human Pin1. Q13526. Pin1 FP peptide displacement, HiFluor488, 10 min. Potency, µM (doses to about 115 µM), without a hit: at the top dose activity, negative = inhibition, most hits filed as inhibitors. 390,000 tested, 0.009% active; active = well fitted inhibition curve with a large enough effect in the polarisation, with a control signal flat, not every such curve was filed as active; inconclusive = small, poorly fitted or top-dose-only effect, or effect the other way, or a change in a side signal; inactive = no such curve, though single readings can be large or run the other way; the % refers to the polarisation; note: % is set by controls: 0 for no effect and ±100 for the full control effect
G9a block: inhibitors of human histone lysine methyltransferase G9a | Potency, µM (titrated, usually from 102 µM), for the others: at the top dose activity, negative = inhibition, actives largely listed as inhibitors | G9a H3K9 monomethylation, AlphaScreen, 2 h | 350,000 tested, 8.8% active | Q96KQ7; note: % is set by controls: 0 for no effect and ±100 for the full control effect; nearly all actives have a fitted effect of over 75% in size
Target sequence (Q96KQ7 913-1193 limits assumed): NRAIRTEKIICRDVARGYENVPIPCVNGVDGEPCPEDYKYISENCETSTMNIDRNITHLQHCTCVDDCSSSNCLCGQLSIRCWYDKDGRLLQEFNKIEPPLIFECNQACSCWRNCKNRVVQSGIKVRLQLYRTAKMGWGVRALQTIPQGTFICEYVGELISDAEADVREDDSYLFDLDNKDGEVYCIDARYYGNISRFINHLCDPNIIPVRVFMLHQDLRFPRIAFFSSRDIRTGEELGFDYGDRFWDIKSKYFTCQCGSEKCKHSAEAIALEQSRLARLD
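Using a bead-based AlphaScreen, monomethylated H3K9 product from 2 h room-temperature reactions (G9a 20 nM, peptide 500 nM, SAM 20 uM) was detected with 0.5 ug/mL rabbit anti-H3K9me1 antibody.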
POLI inh: blocks human DNA polymerase iota activity | 390,000 tested, 1% active | Q9UNA4 | Pol iota fluorescent replication assay, 10 min | Potency, µM (titrated, usually from 115 µM), inactives show at the highest dose activity, negative = inhibition, actives largely listed as inhibitors
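Fluorescent replication assay read twice, at 0 min and 10 min after adding 50 nM (final) substrate. Enzyme (10 nM) and compounds were first incubated 15 min at room temperature; enzyme-free buffer wells were negative controls.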
JMJD2A Tudor inh: blocks the human JMJD2A Tudor domain | Potency, µM (highest dose often 114 µM), inactives show top-dose activity change, negative = inhibition, actives largely listed as inhibitors | 390,000 tested, 4.4% active | AlphaScreen JMJD2A-Tudor / H3K4me3 peptide binding; note: % is set by controls: 0 for no effect and ±100 for the full control effect; nearly all actives have a fitted effect of over 50% in size
BLM inh: blocks DNA unwinding by human BLM helicase. Potency, µM (highest dose often 56.1 µM), for inactives: at the top dose activity change, negative = inhibition, hits mostly inhibitors. AID 2528. recombinant BLM DNA unwinding, fluorescence dequenching. 350,000 tested, 0.2% active. P54132;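 note: plate controls were vehicle for no effect and no enzyme for full effect; nearly all actives have a fitted effect of over 35% in size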
PGK inhibitor: inhibitors of T. brucei phosphoglycerate kinase; PGK/GAPDH coupled, Kinase-Glo luminescence, 60 min; Potency, µM (top dose mostly 57.5 µM), without a hit: top-dose activity change, negative = inhibition, usual class: inhibitors; 380,000 tested, 0.043% active; AID 602233; note: % is set by controls: 0 for no effect and ±100 for the full control effect; nearly all actives have a fitted effect of over 60% in size
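Luminescent ATP detection (Kinase-Glo Plus) follows a 60-minute room-temperature incubation, with wells lacking PGK as controls. Buffer: 100 mM TEA (pH 7.6), 5 mM MgCl2, 0.01% Tween-20. Coupling enzyme GAPDH (100 nM final) supplies unstable 1,3-BPG in-well.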
BAZ2B inh: inhibitors of human BAZ2B bromodomain | Q9UIF8 | AlphaScreen BAZ2B-H3K14Ac peptide displacement | Potency, µM (highest dose often 114 µM), for the others: top-dose activity change, negative = inhibition, most hits filed as inhibitors | 360,000 tested, 4.4% active | AID 504333; note: % is set by controls: 0 for no effect and ±100 for the full control effect; nearly all actives have a fitted effect of over 60% in size
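BAZ2B (50 nM) with biotin-H3(5-23)K14Ac peptide (50 nM) in PBS pH 7.4, 0.01% Tween-20, preformed 30 min, then compound 30 min at room temperature; top concentration 110uM. AlphaScreen streptavidin donor/nickel chelate acceptor beads (10 ug/mL final), 20 min dark, signal read.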
Starred values were filed as active, the others as inactive; i = inactive; ? = inconclusive; nt = not tested or not shown; & = joins results of further samples; ! = not active in a repeat; [ ] = dose if it differs, or a comment. Unless noted, calls come from the whole dose curve; as a rule, active = well fitted curve in the direction sought with a large enough effect; inconclusive = small, poorly fitted or top-dose-only effect, or another doubt; inactive = no such curve, though single readings can be large; an effect the other way counts as inactive or inconclusive. Potency is the fitted concentration of half-maximal effect. An excerpt; count on the stated rates, not on these rows.

SMILES	GLS inh	HP1b binding inh	Pin1 inh	G9a block	POLI inh	JMJD2A Tudor inh	BLM inh	PGK inhibitor	BAZ2B inh
CCOc1cc(C(=O)NCC(=O)N/N=C/c2sccc2C)cc(OCC)c1OCC	8%	33%	6%	57%[activator][59 µM]	3%	-6%	-5%	-3%	-8%
COc1ccc(Cn2c(SCc3ccc(C(=O)NCc4ccccc4F)cc3)nc3cccnc32)cc1	-4%	38%	48%[activator]	6%[59 µM]	1%	-15%	-3%	-1%	0%
CCOC(=O)C1CCCN(C(=O)c2cc(S(=O)(=O)N3CCCCC3)ccc2Cl)C1 (stereo unspecified)	0%	15%	1%	0%	62%[activator]	-19%	nt	1%	9%
Cc1ccc(-n2c(SCC(=O)Nc3nccs3)nc3c(c2=O)SCC3)cc1	-4%	32%	15%	-34%[12.7 µM]	8%	-4%	-1%	3%	14%
C=CCN(CC=C)CCOc1cccc2ccccc12	4%	?	0%	11µM*	122%[activator]	20µM*	-3%	5%	50µM*
Cc1nc2ccc(NC(=O)N3CCN(c4ccccn4)CC3)cc2s1	0%	30%	-5%	6%[12.7 µM]	7%	-14%	-1%	-2%	-2%
CC(C)(C)Cc1nc(-c2ccccn2)no1	-3%	33%	-6%	-10%[59 µM]	17%	6%	-2%	-9%	8%
COc1ccc(N2C(=O)CSC2c2ccc3c(c2)OCO3)c(OC)c1 (stereo unspecified)	8%	15%	1%	2%[12.7 µM]	10%	-19%	0%	1%	1%
COc1ccccc1CN1CC(C(=O)NCc2ccc(N3CCCC3=O)cc2)CCC1=O (stereo unspecified)	-7%	41%[activator]	2%	14%	-3%	-9%	1%	0%	2%
FC(F)(F)c1nc(N2CCCC2)ncc1-c1nnnn1-c1ccc(Cl)cc1	-7%	118%[activator]	18%	23%	-3%	14%	-12%	-1%	18%
COc1cc(S(=O)(=O)N2CCCCCC2)c(OC)cc1Br	20%	66%[activator]	0%	-3%[59 µM]	7%	8%	-4%	7%	-2%
Cn1c2ccsc2c2ncn(Cc3ccccc3F)c(=O)c21	-2%	46%[activator]	2%	1%[12.7 µM]	16%	-5%	nt	-10%	2%
Cc1ccc(NC(=O)N2CC3CCCN3c3ccccc32)cc1Cl (stereo unspecified)	2%	?	5%	8.9µM*	-8%	40µM*	-8%	3%	28µM*
CC(=O)Nc1sc(C)c(C)c1C(=O)OCC(=O)Nc1cc(S(C)(=O)=O)ccc1Cl	-12%	19%	58%[activator]	10%	-18%	-9%[11.4 µM]	-4%	-9%	-22%
O=C(c1cc(=O)[nH]c2ccccc12)N1CC=C(c2ccccc2)CC1	-5%	12%	2%	26%[2.33 µM]	6%	-17%	nt	-6%	2%
CC1(C)Cc2ccccc2-c2nnc(-c3ccco3)n21	-4%	25%	-7%	6%[59 µM]	0%	-10%	-1%	-1%	11%
Cc1ccc(C(=O)NCC(C)NC(=O)c2ccc(C)c(C)c2)cc1C (stereo unspecified)	-5%	13%	-4%	nt	17%	-11%	nt	-1%	nt
C/C(=N\NC(=O)c1ccco1)c1ccc(C(=O)O)s1	1%	33%	-7%	-6%	24%	-7%	0%	i	-31%
Cc1cc(C)nc(N2CCCC(C(=O)Nc3nnc(C(C)(C)C)s3)C2)n1 (stereo unspecified)	-14%	56%[activator]	1%	-1%	-1%	-22%	2%	-4%	?
CC(NC(=O)NCCCC(=O)O)(C(F)(F)F)C(F)(F)F	8%	42%	-4%	13%	11%	1%	-2%	6%	11%
COc1cccc(CNC(=O)CCC2CCCN(C(=O)c3ccoc3C)C2)c1 (stereo unspecified)	-7%	28%	-12%	nt	44%[activator]	-16%	-4%	0%	1%
CCc1nnc(NC(=O)c2sc3nc4c(cc3c2N)CCCCC4)s1	-3%	46%[activator]	?	0%	0%	-9%	-6%	i	-2%
CN(C)CCCNCCCCNC(=O)/C=N/O	36%[activator]	44%[activator]	2%	5%[2.33 µM]	?	0%	11%	-9%	8%
CCOc1ccc(S(=O)(=O)N(C(=O)c2ccco2)c2cc3sc(=O)oc3c3ccccc23)cc1	-2%	?	-1%	1.4µM*	?	?	-11%	1%	?
CCOc1cc(C2C(C(=O)OC)=C(C)NC3=C2C(=O)c2ccccc23)ccc1O (stereo unspecified)	9%	?	3%	?	-5%	50µM*	-10%	i	?
C=CCNC(=S)Nc1ccc(Br)cc1F	5%	50%[activator]	1%	17%	7%	-10%	0%	9%	7%
COc1ccc(C(=O)NCc2nnc(SCC(=O)N3CCC(C)CC3)o2)cc1OC	11%	37%	0%	-9%	11%	-14%	-1%	-4%	5%
O=C(NCCc1ccc(F)cc1)c1ccc(S(=O)(=O)N2CCCC2)cc1	6%	64%[activator]	1%	-9%[2.33 µM]	7%	0%	nt	-7%	10%
O=C(O)CCCNc1ccc([N+](=O)[O-])c(NCCCC(=O)O)n1	-1%	30%	-12%	30%[12.7 µM]	56%[activator]	-4%	-10%	-10%	?
O=C(NCCOc1ccccc1)c1ncn[nH]1	-1%	-9%	?	?	-17%	40µM*	-2%	nt	50µM*
Cc1ccc(-c2nsc3c(N4CCC(C(N)=O)CC4)ncnc23)cc1	4%	14%	2%	13%[59 µM]	-11%	3%[57.1 µM]	-1%	0%	1%
COc1ccc(NC(=O)C2=CC(c3ccco3)=NS(=O)(=O)N2C)cc1OC	-3%&2%	40%&37%[activator]	-3%&-5%	7%	-9%&54%	-23%&-3%	0%&-2%	6%&8%	-35%&0%
Cc1cc(C)c2c(N)c(C(=O)Nc3ccc([N+](=O)[O-])cc3)sc2n1	-10%	25%	?	-1%[2.33 µM]	?	-7%	-8%	1%	4%
CCn1c(C)c(C)c2cc(C(=O)NCCCN3CCCCC3)ccc21	10%&5%	1%&21%	10%&20%	?	41%&2%[activator]	?	-6%&-6%	1%&14%	40µM*!
Cc1ccc(CNC(=O)C(Cc2ccccc2)n2cccc2)cc1 (stereo unspecified)	10%	0%	4%	-4%	-27%	-24%	-7%	-7%	?
CCN1C(=O)/C(=C\c2ccncc2)SC1=S	1%	-25%[57 µM]	5%	-4%[12.7 µM]	14%	?	-2%	1%	?
N#CC12CCCCC1CC1CCCCC1(C#N)N2CCO (stereo unspecified)	8%	54%[activator]	-6%	0%	20%	0%	-3%	-5%	-6%
Cc1cc(C)c(NC(=O)c2cccc(NC(=O)c3ccco3)c2)c(C)c1	-1%	51%[activator]	4%	21%	-1%	-7%	-5%	-9%	3%
CCN(C(=O)CSc1nc2ccccc2n1C)C1CCS(=O)(=O)C1 (stereo unspecified)	-2%	46%[activator]	8%	29%[12.7 µM]	22%	8%	nt	i	-4%
O=C(CC1CCCCC1)NCc1ccc(Cl)cc1	4%	20%	-5%	16%[0.501 µM]	192%[activator]	-1%	2%	i	-3%
Cc1ccccc1N(C(=O)Cc1cccs1)C(C(=O)NC1CCCCC1)c1cn(C)nc1C (stereo unspecified)	0%	20%	-2%	-12%[59 µM]	0%	-2%	0%	i	-4%
CCOC(=O)c1c2ccccc2[n+]([O-])n1[C@@H](C)C(N)=O	0%	17%	-1%	21%[2.33 µM]	?	-20%	nt	i	-5%
COc1ccc(/C=C2\SC(=S)N(CC(=O)NNC(=O)c3ccncc3)C2=O)cc1	0%	40%[activator]	?	-35%	53%[activator]	-8%[11.4 µM]	-5%	i	-3%
Cc1cccc2nc(CSc3nc4ccccc4[nH]3)cn12	5%	24%	4%	-32%	0%	-17%	-7%	1%	-16%
CCOc1ccc(S(=O)(=O)N2CCN(C(=O)c3ccco3)CC2)cc1	-1%	18%	2%	-8%	97%[activator]	-17%	-1%	i	-4%
CCOc1ccc2nc(/N=C/c3nc(-c4ccccc4)oc3O)sc2c1	14%	24%	?	2%[59 µM]	9%	1%	-1%	4%	3%
Cc1cc(C)c(NC(=O)CSc2nc3ccccc3c(=O)n2CCCN2CCOCC2)c(C)c1	0%	25%	1%	15%[12.7 µM]	6%	-8%	nt	1%	11%
CC(=O)Nc1ccc(NC(=O)CCn2c(=S)oc3ccccc32)cc1	3%	23%	9%	-3%	14%	-12%	0%	-5%	-14%
Cc1ccccc1CO/N=C/c1[nH]ncc1Br	13%	21%	-8%	35%	26%	-8%	-4%	i	-4%
CCC(=O)N1CCc2cc(Br)cc(S(=O)(=O)N3CCN(C(=O)c4ccco4)CC3)c21	12%	32%	0%	?	1%	-11%	1%	17%	9%

Three compounds picked at random from those above:
SMILES	GLS inh	HP1b binding inh	Pin1 inh	G9a block	POLI inh	JMJD2A Tudor inh	BLM inh	PGK inhibitor	BAZ2B inh
CC(=O)Nc1ccc(NC(=O)CCn2c(=S)oc3ccccc32)cc1	3%	23%	9%	-3%	14%	-12%	0%	-5%	-14%
Cc1cccc2nc(CSc3nc4ccccc4[nH]3)cn12	5%	24%	4%	-32%	0%	-17%	-7%	1%	-16%
CCC(=O)N1CCc2cc(Br)cc(S(=O)(=O)N3CCN(C(=O)c4ccco4)CC3)c21	12%	32%	0%	?	1%	-11%	1%	17%	9%

Further results:
SMILES	GLS inh	HP1b binding inh	Pin1 inh	G9a block	POLI inh	JMJD2A Tudor inh	BLM inh	PGK inhibitor	BAZ2B inh
CC(C)[C@H](NC(=O)c1ccccc1)C(=O)NCCc1ccccc1	10%	-23%	1%	-13%[59 µM]	9%	-16%	2%	i	9%
Cc1c(C(=O)NC2CCCc3ccccc32)cccc1[N+](=O)[O-] (stereo unspecified)	-12%	17%	-4%	16%	61%[activator]	-8%	-8%	-2%	-7%
CCCN1C(=O)C(NS(=O)(=O)c2ccc(N)cc2)(C(F)(F)F)C(C(=O)OC)=C1C (stereo unspecified)	-1%	30%	6%	-5%[12.7 µM]	22%	0%	-2%	4%	-3%
COc1ccccc1N1CCN(C2CCCN(C(=O)CCC(C)=O)C2)CC1 (stereo unspecified)	8%	37%	-3%	52%[activator]	22%	5%	-3%	-11%	-2%
O=C(NCc1cccnc1)C(=O)c1c[nH]c2ccccc12	-5%	30%	1%	15%	-10%	-12%	3%	-3%	-3%
